Screening results as filed in PubChem.
HGIII-sPLA2 inh: Blocks human group III sPLA2 activity. Q9NZ20. QFRET BODIPY PC-A2 liposome hydrolysis, fluorescence. inhibition, % at 12.2 µM. hit rate 0.56% among 370,000;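 active = inhibition above mean plus 3 SD of compounds lying within the high and low control bounds, cut at about 19% in these data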;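 also: 0% = median of test compound wells and 100% = no enzyme DMSO wells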
FXN GAA850 act: activators of GAA850 frataxin (FXN) promoter; AID 540364; HEK293 lucGAA850 FXN promoter luciferase reporter, 24 h; percent of 10 µM SAHA response; activation, % at 6 µM; hit rate 0.56% among 360,000;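 active = activation above the average of all compounds screened plus 3 SD, cutoff fixed separately per campaign, cut at about 7.5% in these data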;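 also: 0% = DMSO wells and 100% = 10 µM SAHA wells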
rCAG binder: molecules binding r(CAG) RNA repeats. hit rate 1.3% among 370,000. AID 651821. r(CAG) RNA repeat, TO-PRO-1 dye displacement fluorescence. inhibition, % at 3 µM;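 active = inhibition above the plate cutoff, the mean of all test compounds on that plate plus 3 SD, cut at about 35% in these data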;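 also: 0% = DMSO alone and 100% = 100 µM mitoxantrone as full dye displacement; higher means more dye released from RNA so lower well fluorescence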
ADAM10 inh: ADAM10 inhibition, QFRET primary screen. hit rate 0.62% among 370,000. O14672. recombinant ADAM10, EDANS/DABCYL FRET peptide cleavage, 3 h. inhibition, % at 7 µM;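 active = inhibition above a per-campaign cutoff equal to the mean of compounds falling between control-based bounds plus 3 SD, cut at about 20% in these data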;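 also: 0% = DMSO wells while the 100% control is not disclosed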
Target sequence (O14672 214-748 limits assumed): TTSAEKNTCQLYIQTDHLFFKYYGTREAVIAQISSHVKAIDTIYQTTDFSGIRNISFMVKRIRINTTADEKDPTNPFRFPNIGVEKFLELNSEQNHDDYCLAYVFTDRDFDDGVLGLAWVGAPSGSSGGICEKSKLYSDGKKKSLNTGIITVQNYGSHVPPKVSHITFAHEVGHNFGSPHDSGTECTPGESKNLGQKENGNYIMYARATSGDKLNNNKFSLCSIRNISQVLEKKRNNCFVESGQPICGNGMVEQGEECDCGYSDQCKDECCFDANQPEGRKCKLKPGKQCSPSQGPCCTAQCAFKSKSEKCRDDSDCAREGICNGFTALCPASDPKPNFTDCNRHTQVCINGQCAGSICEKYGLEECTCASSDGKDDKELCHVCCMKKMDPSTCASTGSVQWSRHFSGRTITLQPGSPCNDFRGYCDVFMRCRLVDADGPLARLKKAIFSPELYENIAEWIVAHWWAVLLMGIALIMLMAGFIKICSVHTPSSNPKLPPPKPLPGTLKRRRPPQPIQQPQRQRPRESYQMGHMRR
DDE Tn6 FP inh: inhibitors of Tn6 peptide binding to human fibrin DD(E); Fibrin DD(E) TRITC-Tn6 fluorescence polarization displacement; inhibition, % at 8.3 µM; hit rate 0.21% among 370,000; AID 720509;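 active = inhibition above a per-campaign cutoff: mean of compounds within control limits plus 3 SD, cut at about 15% in these data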;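 also: 0% = median of all compound wells on the plate and 100% = blocking peptide control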
Target sequence (P02675 whole entry, looked up): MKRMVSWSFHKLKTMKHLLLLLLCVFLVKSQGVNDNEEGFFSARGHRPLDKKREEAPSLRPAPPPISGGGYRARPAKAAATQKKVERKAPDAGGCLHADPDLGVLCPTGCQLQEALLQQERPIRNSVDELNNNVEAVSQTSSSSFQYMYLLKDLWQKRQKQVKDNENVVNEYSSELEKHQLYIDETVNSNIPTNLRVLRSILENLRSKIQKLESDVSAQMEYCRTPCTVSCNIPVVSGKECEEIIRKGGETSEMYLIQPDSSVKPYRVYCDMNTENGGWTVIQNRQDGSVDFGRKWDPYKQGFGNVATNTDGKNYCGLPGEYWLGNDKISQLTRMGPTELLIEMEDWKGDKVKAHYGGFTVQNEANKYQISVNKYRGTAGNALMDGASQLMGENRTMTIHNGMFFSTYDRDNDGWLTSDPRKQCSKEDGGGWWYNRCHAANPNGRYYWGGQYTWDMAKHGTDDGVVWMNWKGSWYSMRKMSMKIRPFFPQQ
ASAP1 GAP inh: ASAP1 ArfGAP inhibition. Q9ULH1. ASAP1-stimulated ARF1 GTP hydrolysis, GDP FP detection. inhibition, % at 16.5 µM. hit rate 0.19% among 360,000. AID 624377; in the data active = inhibition above about 25%;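 also: 0% = vehicle with enzyme and substrate and 100% = no enzyme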
ARFGAP1 inhibitor: inhibits rat ARF GTPase activating protein 1 | hit rate 0.26% among 360,000 | Arfgap1-stimulated ARF1 GTP hydrolysis, GDP FP detection | inhibition, % at 16.5 µM | Q62848;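 active = inhibition above a per-plate limit, mean inhibition of low control wells plus 3 SD, cut at about 25% in these data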;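 also: 0% = DMSO wells with enzyme and 100% = wells lacking Arfgap1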
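Material: rat Arfgap1 GAP domain (His6, aa 1-136), purified enzyme. Also added: human ARF1(Δ1-17)-GTP substrate. Compound dosing: 16.5 µM single point, 1.26% DMSO. Timing: enzyme reaction 120 min at 25 °C after 20 min preincubation. Signal: GDP detection by fluorescence polarization. Read-out basis: percent inhibition of GAP-stimulated GDP formation, scaled between DMSO and no-Arfgap1 medians.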
GC-A act: GC-A (human) enzyme activation; AID 1671463; hit rate 0.14% among 370,000; HEK293 GC-A cells, cGMP TR-FRET, EC30 ANP; 0% at EC30 ANP, 100% saturating ANP; P16066; activation, % at 10 µM; in the data active = activation above about 40%
NPR2 activator: GC-B (human) receptor activation; P20594; HEK293-GC-B cells, CNP EC30, cGMP TR-FRET; 0% at EC30 CNP, 100% saturating CNP; activation, % at 10 µM; hit rate 0.11% among 370,000;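 active = activation at 10 µM reaching about 35% in either raw or pattern-adjusted values, limit read from the data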
proKLK7 act: proKLK7 (human) activation, primary screen. P49862. purified proKLK7, EDANS-DABCYL substrate fluorescence; 100% is mature enzyme control, 0% vehicle. activation, % at 7 µM. hit rate 0.9% among 370,000;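 active = activation above the mean of all tested compounds plus 3 SD, computed per campaign excluding outliers beyond control limits, cut at about 13% in these data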
An asterisk follows results filed as active; · = no result given.

Fields: HGIII-sPLA2 inh	FXN GAA850 act	rCAG binder	ADAM10 inh	DDE Tn6 FP inh	ASAP1 GAP inh	ARFGAP1 inhibitor	GC-A act	NPR2 activator	proKLK7 act
- C=CCn1c(-c2ccccc2)cc(SC)c(C#N)c1=O
  6.0	1.4	2.9	8.3	0.8	-1.7	-8.1	4.4	7.7	0.2
- Clc1ccc(Nc2nc3cccnc3s2)cc1
  -4.6	6.9	1.7	2.8	-4.2	-3.3	-12.6	-3.7	-12.1	-0.5
- CC1CCCCN1C(=O)COC(=O)C1CCN(S(=O)(=O)c2ccc3c(c2)OCCO3)CC1 (stereo not drawn)
  -7.1	-0.6	-6.5	-5.0	4.5	-1.9	12.1	2.0	5.1	0.1
- Cn1c(=O)[nH]c(=O)c2[nH]c(CO)nc21
  2.9	-1.0	5.9	8.3	-2.9	3.4	3.3	0.9	4.1	-0.5
- CCS(=O)(=O)NCc1cn2c(C)csc2n1
  6.9	-1.6	2.1	2.5	-5.0	4.7	12.2	-0.3	-1.8	-0.4
- CC(C)(C)S(=O)N1Cc2cc(C(=O)NCCCN3CCOCC3)nc(-c3cccc(-c4cc5ccccc5o4)c3)c2[C@@H]1CCO (stereo partly drawn)
  -20.4	·	7.2	0.5	2.2	0.5	-8.8	1.9	1.7	-0.3
- COCCNC(=O)CSc1nc2ccccc2c(=O)n1-c1cccc(OC)c1
  -2.5	-1.2	-3.0	0.1	-0.3	3.9	-26.2	0.3	-0.6	0.0
- CCn1c(=O)c([N+](=O)[O-])c(N2CCSCC2)c2ccccc21
  3.1	1.2	4.3	12.8	-2.4	1.8	-3.1	-3.3	2.2	-0.3
- COc1ccc(-n2nnnc2/C(=C/N(C)C)C(=O)c2ccccc2)cc1
  -12.8	-0.7	3.4	5.7	1.7	3.8	-0.8	1.7	-1.3	-0.1
- O=C(O)/C=C/C(=O)Nc1ccc(NC(=O)c2ccccc2)c(Cl)c1
  3.2	-0.2	4.3	-7.4	-2.3	2.2	-8.8	7.2	0.5	1.2
- CC(C)CNC(=S)Nc1ccc(F)cc1
  7.7	0.9	-0.4	11.2	4.7	-16.9	-10.1	1.4	3.0	-0.5
- COc1cc(N(C(C)=O)c2ccc(O)c(C(=O)O)c2)c2ncccc2c1
  -3.4	-0.7	10.4	-15.5	-0.1	6.2	-17.9	-3.0	-1.7	-1.0
- COc1ccc(-c2noc(=O)n2Cc2cc(C)ccc2C)cc1
  -13.0	-1.2	-4.8	2.9	-1.4	-1.5	-1.2	-14.7	-1.8	0.2
- COc1cc(/C=C/c2nc(N)nc(-c3ccccc3O)n2)cc(OC)c1OC
  -7.0	-1.5	5.9	-5.2	-1.5	23.7	14.1	19.5	-10.1	0.3
- COc1ccc(CNC(=O)C(C#N)c2nc3ccccc3nc2N2CCCC2)cc1 (stereo not drawn)
  -6.6	2.3	6.2	-56.6	4.7	9.8	5.0	4.7	-7.2	-5.5
- Nc1ccccc1Nc1cc(-c2ccccc2)[nH]n1
  -5.5	9.3*	6.4	-17.7	4.0	-2.7	-8.3	-4.4	-3.4	0.3
- CC1CCN(S(=O)(=O)c2ccc(S(=O)(=O)NCc3ccco3)cc2)CC1
  -9.8	-1.0	3.0	9.0	4.3	6.8	10.8	-2.3	-0.8	0.0
- Cc1ccccc1N1CCN(C2CCCN(C(=O)CCC(=O)N(C)C)C2)CC1 (stereo not drawn)
  1.8	1.9	-6.2	6.2	-5.2	4.0	4.9	3.7	8.0	0.2
- COc1ccc(NC(=S)NC2CCS(=O)(=O)C2)cc1 (stereo not drawn)
  5.7	0.3	1.2	-14.1	0.8	-6.6	4.7	1.2	-1.6	-0.6
- CCN(CC)CCCNc1cc(C)nc2cc(-c3cccs3)nn12
  3.3	1.2	-1.5	-55.5	0.3	4.6	4.1	3.4	-7.6	1.8
- CN(c1ccccc1)S(=O)(=O)c1cccc(NC(=O)c2ccncc2)c1
  -10.3	-0.5	7.8	2.9	-0.6	-8.2	-2.5	-6.3	-6.7	-0.2
- COc1ccc2c(c1)C(CC(C)=O)N(c1ccc(-c3cnc(OC)nc3)cc1)C(c1ccsc1)=C2 (stereo not drawn)
  1.1	·	10.1	-145.6	-2.1	13.3	11.2	0.8	-1.8	-7.0
- CCCCn1c(N)c(N(CCOC)C(=O)CCCc2cccs2)c(=O)[nH]c1=O
  2.3	0.5	-3.4	-10.6	4.0	-6.4	-11.2	3.3	0.7	0.0
- O=C(CN(Cc1ccco1)C(=O)CNS(=O)(=O)c1ccc(F)cc1)NCCc1ccccc1
  -7.0	-1.1	-7.5	0.0	-4.8	-18.1	9.4	1.6	-0.6	0.4
- CCCCOC(=O)Nc1ccc(N2CCCCC2)cc1
  11.7	8.1*	1.1	12.8	-7.5	-5.1	12.8	-1.6	-3.4	-0.7
- CC1CC(C)CN(C(C(=O)NC2CCCCC2)c2ccnc3ccccc23)C1 (stereo not drawn)
  -0.4	·	-0.2	-3.1	-1.5	1.9	-2.1	-19.3	-13.8	-0.3
- O=C(N/N=C/c1cc(O)ccc1[N+](=O)[O-])c1ccc2c(c1)OCCO2
  -0.1	4.8	7.7	4.8	3.4	2.1	14.0	0.8	2.4	0.2
- CC(C)c1ccc(NC(=S)NC2CC3C=CC2C3)cc1 (stereo not drawn)
  0.3	2.6	-5.9	-1.6	-2.0	-5.5	6.9	5.2	-2.0	0.6
- C=CCNC(=O)CSc1nnc(-c2ccncc2)n1CCc1ccccc1
  2.6	-0.7	-4.8	-2.5	0.1	-6.5	-6.6	1.3	3.0	-0.2
- Fc1ccccc1COc1ccc2ccccc2c1CNc1nn[nH]n1
  -25.1	1.4	30.5	8.1	-0.7	3.5	-8.2	-0.5	-6.7	-0.5

Looked up by compound from the list above, two records:
Fields: HGIII-sPLA2 inh	FXN GAA850 act	rCAG binder	ADAM10 inh	DDE Tn6 FP inh	ASAP1 GAP inh	ARFGAP1 inhibitor	GC-A act	NPR2 activator	proKLK7 act
- CCS(=O)(=O)NCc1cn2c(C)csc2n1
  6.9	-1.6	2.1	2.5	-5.0	4.7	12.2	-0.3	-1.8	-0.4
- COCCNC(=O)CSc1nc2ccccc2c(=O)n1-c1cccc(OC)c1
  -2.5	-1.2	-3.0	0.1	-0.3	3.9	-26.2	0.3	-0.6	0.0

Other results
Fields: HGIII-sPLA2 inh	FXN GAA850 act	rCAG binder	ADAM10 inh	DDE Tn6 FP inh	ASAP1 GAP inh	ARFGAP1 inhibitor	GC-A act	NPR2 activator	proKLK7 act
- Cc1ccc(S(=O)(=O)N/N=C\c2ccc3c(c2)OCO3)cc1
  -12.5	-0.8	4.0	-4.6	1.1	-17.8	4.6	3.0	3.1	-0.7
- Cc1cc(NC(=O)CN2C(=O)NC(C)(c3ccccc3Cl)C2=O)no1 (stereo not drawn)
  7.0	1.3	0.7	-6.5	-2.5	11.3	4.7	-9.6	1.2	0.0
- O=C1c2cccc3cccc(c23)C(=O)N1CC1CCN(S(=O)(=O)c2ccccc2)CC1
  0.6	-0.6	1.2	-17.2	1.4	-0.5	5.8	-2.4	3.4	-0.9
- Cc1cc(C)c(NC(=O)c2ccccc2CCc2ccccc2)c(C)c1
  -3.2	-0.3	-2.4	9.1	7.5	-15.1	5.1	-4.0	1.9	1.4
- Cn1c(=O)c2sccc2n(Cc2ccccc2)c1=O
  12.9	2.9	0.2	-5.3	-4.4	3.2	-5.9	-0.8	0.9	0.1
- CCC(Sc1nc2ncccc2[nH]1)C(=O)NC1CCC(C)CC1 (stereo not drawn)
  -7.7	-0.7	0.6	4.0	1.1	-0.6	15.2	0.6	5.0	-0.1
- Cc1ccc(S(=O)(=O)N2CCCCC2)cc1NC(=O)COC(=O)c1cccn1C
  -0.5	1.2	5.4	-4.9	5.5	-9.5	-4.0	2.2	1.5	-0.1
- Cc1csc(NC(=O)c2cc(=O)[nH]c3ccccc23)n1
  -8.1	0.9	0.1	-76.8	-2.9	2.0	12.0	1.8	3.5	1.3
- CCOC(=O)C1CCCN(Cc2cc(OC)c(O)c(OC)c2)C1 (stereo not drawn)
  -0.9	-1.8	-0.9	4.4	6.8	-18.3	1.6	2.7	-2.0	-0.1
- CCOC(=O)CON1C(=O)c2ccccc2C1=O
  0.1	1.0	-1.3	-0.5	0.4	7.9	7.7	2.1	-2.0	0.1
- CCOc1cc(/C=C2\C(=O)N(Cc3ccco3)C(C)=C2C(=O)OC)ccc1O
  -14.0	0.6	10.2	0.2	5.4	9.5	14.6	-4.8	-4.0	0.5
- N#C/C(=C/c1ccc(F)cc1)C(N)=S
  -5.1	1.3	1.4	-5.3	-1.9	-0.3	-13.3	-5.5	-1.2	0.3
- CCCCCNC(=O)Cn1c(=O)c2c(ncn2CC(C)C)n(Cc2ccccc2)c1=O
  -1.4	-1.0	-4.6	-0.6	8.9	5.8	2.9	7.9	16.6	0.3
- COc1ccc(NC(=O)CSc2nnc(C)c(=O)n2N)cc1
  0.8	-1.0	-2.1	-4.8	7.0	-5.8	-15.9	2.6	-1.3	0.0
- COc1ccc(N2CCN(S(=O)(=O)CCNC(=O)c3ccc(Br)o3)CC2)cc1
  -1.2	-1.4	-4.8	-0.7	-1.9	-4.6	-6.1	-14.0	-12.2	0.0
- Cn1c(=O)c2ncn(CC(=O)N/N=C/c3ccco3)c2n(C)c1=O
  9.8	1.6	0.5	-4.0	3.9	-8.4	-4.0	3.5	4.3	-0.6
- CCc1ccccc1NC(=O)CN(C)C(=O)CSc1nn(-c2ccccc2)c(=S)s1
  -12.0	-0.1	-1.0	2.5	-0.2	-19.3	-5.1	-2.3	2.2	-0.5
- COc1ccccc1N1CCN(C(=O)Oc2ccccc2)CC1
  -1.1	2.0	-8.1	2.4	1.2	-0.2	8.4	-1.6	5.1	-0.1
- Cc1ccc(NC(=S)NCCc2ccc(S(N)(=O)=O)cc2)c(C)c1
  4.5	-1.1	-1.4	-6.6	5.6	1.2	-1.8	-2.1	1.4	-0.1
- CN(C(=O)COC(=O)CSc1ccc(C(N)=O)cc1[N+](=O)[O-])C1CCS(=O)(=O)C1 (stereo not drawn)
  1.5	-0.9	2.2	-6.6	-2.1	2.2	-7.1	5.0	2.3	0.1
- CCOC(=O)c1sc(NC(=O)c2ccc(OC(C)=O)cc2)nc1C
  -3.4	-0.8	-2.4	2.8	-1.3	-1.7	5.1	-0.2	-1.4	0.2
- COc1ccc(-c2csc(C(C)(NC(C)=O)c3ccc(OC)cc3)n2)cc1 (stereo not drawn)
  0.0	2.2	1.1	3.5	-3.8	-6.3	14.7	-4.1	0.0	1.3
- CCC1CCCCN1C(=O)COC(=O)c1cc2ccccc2cc1O (stereo not drawn)
  -16.3	1.6	0.6	-25.4	-1.6	11.9	-6.3	6.5	4.1	4.0
- CCN(C(=O)CSc1nc2cc(C(=O)O)ccc2c(=O)n1-c1ccccc1F)C1CCS(=O)(=O)C1 (stereo not drawn)
  4.7	0.2	5.3	-23.9	0.1	7.0	1.9	-2.1	3.1	0.6
- CCOc1ccc(Cc2nnc(SCC(=O)Nc3ccccc3)n(N)c2=O)cc1
  -9.8	0.1	1.4	-8.5	0.3	-6.9	-2.1	-0.5	-2.0	0.8
